Compound activity from PubChem.
D1 potentiator: enhances dopamine response at the human D1 receptor | potentiation, % at 10 µM | actives 0.036% (n = 360,000) | HEK293 TREx D1 cells, calcium flux, dopamine EC20 potentiation; in the data active = potentiation above about 30%; also: 0% is about no effect
D2 PAM: D2 dopamine receptor (human) potentiation; P14416; HEK293 T-REx D2, calcium flux, EC20 dopamine potentiation; potentiation, % at 10 µM; actives 0.34% (n = 340,000); AID 485347;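 active = potentiation over 3 SD above the plate norm, cut at about 30% in these data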; also: 0% is about no effect
Target sequence (P14416 whole entry, looked up): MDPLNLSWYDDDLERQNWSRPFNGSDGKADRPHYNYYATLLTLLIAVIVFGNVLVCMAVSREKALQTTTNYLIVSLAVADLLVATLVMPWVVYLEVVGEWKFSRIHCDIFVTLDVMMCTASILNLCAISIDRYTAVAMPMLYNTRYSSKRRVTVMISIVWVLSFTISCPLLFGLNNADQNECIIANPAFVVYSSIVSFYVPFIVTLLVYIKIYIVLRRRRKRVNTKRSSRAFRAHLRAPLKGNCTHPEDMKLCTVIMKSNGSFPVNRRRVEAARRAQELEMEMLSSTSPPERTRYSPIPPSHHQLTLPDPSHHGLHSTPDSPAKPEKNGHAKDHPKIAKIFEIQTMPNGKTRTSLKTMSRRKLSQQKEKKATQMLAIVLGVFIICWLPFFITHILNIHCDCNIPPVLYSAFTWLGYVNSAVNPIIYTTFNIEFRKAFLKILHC
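Tetracycline-induced Hek293 Trex D2 cells, force-coupled to calcium, loaded with no-wash calcium dye. Compound added with 180 s kinetic read for agonism, then EC20 dopamine and a further 180 s read for potentiation.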
D1 antagonist: blocks dopamine activation of the human D1 receptor; P21728; HEK293 TREx D1 cells, calcium flux, dopamine EC80; stronger effect = lower value; activity change, negative = inhibition, % at 10 µM; actives 3.2% (n = 360,000); AID 504652; in the data active = activity change below about -30%; also: % is scaled to controls: 0 for no effect and ±100 for the full control effect
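Inducible Hek293 Trex D1 cells (tetracycline, overnight, 30 C). Calcium dye 30–90 min RT. Antagonist mode: EC80 dopamine added after 180 s compound read.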
TRHR agonist: TRH receptor (human) agonism. P34981. TRHR cells, calcium flux fluo-8, FDSS agonist mode. activation, % at 2 µM. actives 0.18% (n = 360,000). AID 493084; also: 0% is about no effect
Target sequence (P34981 whole entry, looked up): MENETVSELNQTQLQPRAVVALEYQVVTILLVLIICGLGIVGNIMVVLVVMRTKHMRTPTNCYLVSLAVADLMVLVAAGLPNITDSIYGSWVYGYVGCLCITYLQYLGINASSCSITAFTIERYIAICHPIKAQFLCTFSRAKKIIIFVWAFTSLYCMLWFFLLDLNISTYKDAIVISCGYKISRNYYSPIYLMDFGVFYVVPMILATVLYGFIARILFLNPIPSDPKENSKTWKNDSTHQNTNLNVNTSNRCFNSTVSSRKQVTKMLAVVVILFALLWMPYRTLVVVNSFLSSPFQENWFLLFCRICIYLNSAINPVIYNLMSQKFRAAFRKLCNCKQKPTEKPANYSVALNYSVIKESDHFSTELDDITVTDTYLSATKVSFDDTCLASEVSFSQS
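Fluo-8-loaded TRHR cells; 10 s baseline, compound added, kinetic Ca2+ fluorescence read 1/s, agonist mode.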
D1 ag: human D1 receptor agonism. P21728. HEK293 T-REx D1 cells, calcium flux, agonist mode. activation, % at 2 µM. actives 1% (n = 360,000). AID 504660; also: 0% is about no effect
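Tetracycline-induced HEK293 TREx D1 cells, force-coupled to calcium signalling, were dye-loaded with a no-wash calcium kit. Compound was pin-added after a 10 s baseline. Fluorescence was read kinetically at 1 cycle/s for 180 s, with calcium rises flagged as agonism.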
TRHR enhancer: allosteric enhancers of human TRH receptor. TRHR cells, fluo-8 calcium fluorescence, EC20 TRH enhancement. enhancement, % at 2 µM. actives 0.66% (n = 360,000). P34981; in the data active = enhancement above about 30%; also: 0% is about no effect
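TRHR-expressing cells loaded with fluo-8 calcium dye were read kinetically (ex 480/em 530) during compound addition, then stimulated with an EC20 of TRH (10 nM final). Enhancement of the Gq-mediated intracellular calcium response was scored.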
RXFP1 antagonist: antagonists of human relaxin receptor RXFP1. activity change, negative = inhibition, % at 57.5 µM. actives 0.59% (n = 350,000). HEK293-RXFP1, relaxin-stimulated cAMP HTRF, 30 min; stronger effect = lower value;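 active = activity change of -60% or lower, but not beyond a set lower limit; inconclusive = change between -60% and -40%, or beyond the set limit; inactive = change above -40%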; also: % is scaled to controls: 0 for no effect and ±100 for the full control effect
D2 antag: antagonizes the human D2 dopamine receptor; P14416; HEK293 TREx D2 cells, calcium flux, dopamine EC80; inhibition, % at 10 µM; actives 2% (n = 340,000); AID 485344; in the data active = inhibition above about 30%; also: 0% is about no effect
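In this primary screen, negative modulation is detected by tracking calcium flux after an EC80 dopamine challenge in inducible HEK293 T-REx D2 cells preexposed to test compound for 180 s.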
D2 agonist: activates the human D2 dopamine receptor; AID 485358; activation, % at 2 µM; HEK293 T-REx D2 cells, calcium flux agonist mode; actives 0.53% (n = 340,000); P14416;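 active = activation over 3 SD above normal in the single-dose calcium agonist read, cut at about 30% in these data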; also: 0% is about no effect
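HEK293 Trex D2 cells, tetracycline-induced, o/n 30 C 5% CO2; no-wash Ca dye, RT 30–90 min; 10-cycle baseline, 23 nl cpd added, kinetic Ca read 180 s; agonist hits = positive Ca response.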
The depositor's hits bear a star; ? = inconclusive; nt = not tested or not shown. Rule as the data show it, unless noted: active = activation above about 30%; inactive = the rest.

mol,D1 potentiator,D2 PAM,D1 antagonist,TRHR agonist,D1 ag,TRHR enhancer,RXFP1 antagonist,D2 antag,D2 agonist
CCN(CC)CCN1C(=O)C(=O)/C(=C(/O)c2ccc(C)cc2)C1c1ccncc1 (configuration not stated),-2,-4,-4,0.0,2,-2,nt,9,-2.0
COc1ccc(CNC(=O)c2ccc(NC(=O)N3CC4CCCN4c4ccccc43)cc2)cc1 (configuration not stated),-4,8,40,0.6,0,2,-9,nt,0.0
COC(=O)c1cc(S(=O)(=O)N(C)C2CCCCC2)oc1C,-3,3,-2,-1.3,1,-4,9,-21,0.5
Cc1ccc(-c2nc(-c3cc4cccc(OCc5ccccc5F)c4oc3=O)no2)cc1,1,-1,1,0.2,0,-8,nt,nt,0.2
CCOc1ccc(C2CC(=O)NC(SCC(=O)OC)=C2C#N)cc1 (configuration not stated),nt,2,-2,-0.2,2,5,nt,-15,-0.6
CCN(CC)C(=O)CN(c1cccc([N+](=O)[O-])c1)S(=O)(=O)c1ccccc1,-2,8,-18,-0.7,1,11,-15,-9,0.2
Nc1ccn(Cc2ccccc2)n1,-1,0,33,0.2,3,3,4,18,0.6
O=C1CNC(=S)N1Cc1ccccc1,8,13,-26,-0.3,7,0,6,-7,-0.4
COc1cc2c(cc1OC)C(COc1ccc(C(C)C)cc1)N(C(=O)c1ccc(S(=O)(=O)N3CCCC3)cc1)CC2 (configuration not stated),-1,-11,-1,1.0,-1,-2,nt,nt,0.9
COc1ccc(CCN(C)C(=O)c2cc(=O)c3ccccc3o2)cc1OC,nt,1,-1,0.5,3,-3,2,-2,1.5
CN(C)/C=C/C(=O)c1ccc(Cl)cc1Cl,-6,9,-19,-0.1,0,-5,-14,21,1.1
Cc1ccc(Cl)cc1N1CCN(C(=O)c2ccc3c(Cl)c4c(nc3c2)CCCC4)CC1,1,0,15,0.0,2,-5,nt,nt,1.2
COc1cccc(-c2sc3ccc(OC)cc3c2-c2ccc(OC)cc2F)c1,0,nt,nt,1.2,3,11,nt,nt,nt
CC(=O)c1ccc(NC(=O)Cn2c3ccccc3c3nc(=O)cc(C)n32)cc1,-8,2,-22,-0.1,0,-8,5,-1,-0.6
COC(=O)NC1CCC(CC2CCC(NC(=O)OC)CC2)CC1 (configuration not stated),-11,-5,-25,1.7,9,-6,-3,9,0.9
O=C(Cc1cccs1)N/N=C\c1ccc(O)cc1,-8,5,-4,-1.0,0,21,24,-3,-0.1
CCOc1ccc(S(=O)(=O)Nc2ccc(C(=O)NCC3(N4CCCCC4)CCCCC3)cc2)cc1,2,9,9,-0.9,54*,-1,8,-6,-0.6
Cc1cc(C)n2nc(SCc3c(F)cccc3Cl)nc2n1,5,-3,-19,-0.5,0,-4,9,4,-1.4
CC1Cc2cc(/C(O)=C3/C(=O)C(=O)N(Cc4cccnc4)C3c3cccc(O)c3)ccc2O1 (configuration not stated),0,19,2,0.2,1,5,?,-5,-0.3
CCn1ncc(Br)c1C(=O)Nc1ccn(C23CC4CC(CC(C4)C2)C3)n1,3,-1,0,-0.6,3,-3,-2,6,-1.1
CCOC(=O)c1sc(=NC(=O)c2cccc(Br)c2)n(C)c1C,4,nt,-5,0.1,2,-4,-16,nt,nt
Cc1cc(-c2ccccc2N)n[nH]1,-5,-2,-15,0.3,-1,-3,-2,1,-0.5
O=C(COc1ccccc1)N=C1SC2CS(=O)(=O)CC2N1Cc1ccccc1 (configuration not stated),1,-7,4,1.0,14,2,1,16,-2.2
CCOc1ccc(OCCCC(=O)ON=C(N)c2ccccc2C)cc1,-3,nt,-4,0.4,3,6,-11,nt,nt
CC(C)NC(=O)NC(=O)COC(=O)c1ccc(S(=O)(=O)NCc2ccco2)cc1,-7,16,-24,0.0,2,1,1,6,-1.2

Reprinted from the part before: four compounds, followed by the next part.
mol,D1 potentiator,D2 PAM,D1 antagonist,TRHR agonist,D1 ag,TRHR enhancer,RXFP1 antagonist,D2 antag,D2 agonist
Cc1cc(-c2ccccc2N)n[nH]1,-5,-2,-15,0.3,-1,-3,-2,1,-0.5
O=C(COc1ccccc1)N=C1SC2CS(=O)(=O)CC2N1Cc1ccccc1 (configuration not stated),1,-7,4,1.0,14,2,1,16,-2.2
CCOc1ccc(OCCCC(=O)ON=C(N)c2ccccc2C)cc1,-3,nt,-4,0.4,3,6,-11,nt,nt
CC(C)NC(=O)NC(=O)COC(=O)c1ccc(S(=O)(=O)NCc2ccco2)cc1,-7,16,-24,0.0,2,1,1,6,-1.2
COc1ccc(NC(=O)CC(c2ccc(F)cc2)c2ccc(OC(C)C)cc2)cc1 (configuration not stated),-4,-18,-12,-0.1,4,3,-22,22,-0.6
O=C(Nc1ccon1)Nc1ccc(F)cc1F,6,-3,7,-0.7,1,4,4,31*,-0.1
Cc1cc(N2C(=O)c3ccccc3C2=O)n(C)n1,-2,12,-6,0.0,4,-2,-1,10,-0.9
Cc1noc(C)c1C(=O)Nc1nc2ccc(Cl)cc2s1,-4,-7,-10,1.8,5,-3,-5,-12,0.5
Cc1ccc(NC(=O)CSc2ccc3c(c2)OCCO3)c(O)c1,-3,2,-9,-0.1,7,-3,0,5,-2.0
Cc1cc(C(=O)NC(Cc2c[nH]c3ccccc23)C(=O)O)c(C)o1 (configuration not stated),5,2,-1,0.4,2,-3,6,21,-0.1
O=[N+]([O-])c1ccc(NCc2ccccn2)nc1,-5,-12,-15,-0.4,2,-10,-4,-11,0.3
S=C1NCN(CCc2ccccc2)CN1,-2,2,1,-0.6,0,-4,-8,4,1.4
COC(=O)c1ccccc1NC(=O)CSc1nnc(CNS(=O)(=O)c2ccc(C)cc2)n1C,7,19,-4,0.9,2,6,1,28,0.8
CC(C)c1cc2c(s1)c1cnn(Cc3ccccc3F)c(=O)c1n2C,-3,nt,5,-0.1,13,-2,nt,nt,nt
Cc1ccccc1-n1c(SCC(=O)Nc2ccc3c(c2)OCO3)nnc1-c1ccccn1,3,-4,1,-0.4,0,-3,-4,12,-0.5
COc1ccc(C2(c3ccc(OC)cc3)NC(=O)N(CC(=O)Nc3ccc(C(N)=O)cc3)C2=O)cc1,-7,3,-13,-0.4,26,-7,5,6,-2.2
CC(C)c1ccc(S(=O)(=O)N2CCN(CC(=O)c3ccc(O)c(O)c3)CC2)cc1,-16,5,-1,-1.8,15,2,nt,-9,-0.7
Cn1cncc1COC(=O)c1ccc(Cl)cc1,-3,10,6,0.1,5,-10,-1,-4,0.2
O=C(Nc1nc2c(s1)COc1ccccc1-2)c1cccs1,1,4,14,-0.2,0,3,-20,4,0.0
Cc1cc(C)cc(OC(C)c2ccnc3nc(/N=C/N(C)C)nn23)c1 (configuration not stated),0,11,0,-0.3,1,3,-4,-18,-0.6
CCOC(=O)c1ccc(NC(=O)Cn2c(=O)cc(C)c3c(C)nn(-c4cccc(F)c4)c32)cc1,-6,nt,-13,0.6,3,0,-2,nt,0.9
COc1ccc(C2=CSC(/N=C/c3ccc(F)cc3)=NN2)cc1,4,2,-2,-0.2,0,4,-14,-3,-0.9
Cc1ccc(C(=O)N/N=C/c2ccc(-c3cccc(C(F)(F)F)c3)o2)cn1,-6,-21,-5,0.2,0,0,-20,-22,-0.3
O=C(Nc1nc2n(n1)C(c1ccccc1)C=C(c1ccccc1)N2)c1ccc(Cl)c([N+](=O)[O-])c1 (configuration not stated),0,3,-7,-0.2,-1,-1,-36,nt,nt
O=C(NCCOc1ccc(Cl)cc1)c1ccc2c(c1)OCCO2,1,nt,0,-0.5,1,-6,9,nt,nt
Cc1cccc(OCc2nnc(SCC(=O)Nc3ccc(C)cc3C)o2)c1,0,13,3,-1.0,-1,1,nt,nt,-2.3
O=C(CSc1nc(O)c(C2CCCCC2)c(=O)[nH]1)N1CCOCC1,-1,-12,3,1.2,1,-2,-11,43*,0.3
Cc1ccccc1NC(=O)Cc1nc(CN(C)CC(=O)Nc2cccc(F)c2)cs1,4,7,-23,-0.1,0,1,18,-11,-0.1
CCN(C(=O)COc1cc(=O)n(CC)c2ccccc12)c1cc(Cl)ccc1OC,nt,-5,16,0.0,4,-7,-8,-5,-0.7
CCC(C)(C)NC(=O)c1ccc(Sc2nncn2C)c([N+](=O)[O-])c1,-4,-6,8,0.1,1,2,2,8,0.0
COC(=O)c1cc(S(=O)(=O)N2CCN(c3cc(C)ccc3C)CC2)c[nH]1,-11,-1,9,-0.2,4,3,-20,4,0.2
CCC(c1nnnn1Cc1ccco1)N(Cc1cc2cc(OC)ccc2[nH]c1=O)C1CCCCC1 (configuration not stated),7,0,22,-1.0,1,4,-16,-20,1.1
CCOC(=O)c1sc(N/N=C/c2cc(Br)c(O)c(OC)c2)nc1C,-6,13,-13,-0.8,2,16,-1,-12,-0.6
CCOC(=O)c1cnc(SSc2ncc(C(=O)OCC)c(N)n2)nc1N,2,6,9,-0.6,2,2,19,-7,0.1
CCC(C)n1c(SCC(=O)Nc2ccccc2C(=O)OC)nc2ccsc2c1=O (configuration not stated),-3,7,11,0.0,8,-8,-38,nt,0.8
CC(C)CC(=O)N1CCN(S(C)(=O)=O)CC1,-2,-8,-5,0.2,1,-1,3,-1,0.7
O=C(O)C1C2C=CC(C2)C1C(=O)NCCCN1CCOCC1 (configuration not stated),-6,-4,4,0.6,3,0,-14,-6,1.0
